# From PubChem BioAssay
# HePTP inhibitor: inhibitors of human HePTP phosphatase. P35236. recombinant HePTP phosphatase activity, OD absorbance. inhibition, % at 20 µM. 110,000 tested, 0.64% active; in the data active means inhibition above about 50%;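 further: plate controls were vehicle for no effect and reference inhibitor for full effect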
# Target sequence (P35236 whole entry, looked up): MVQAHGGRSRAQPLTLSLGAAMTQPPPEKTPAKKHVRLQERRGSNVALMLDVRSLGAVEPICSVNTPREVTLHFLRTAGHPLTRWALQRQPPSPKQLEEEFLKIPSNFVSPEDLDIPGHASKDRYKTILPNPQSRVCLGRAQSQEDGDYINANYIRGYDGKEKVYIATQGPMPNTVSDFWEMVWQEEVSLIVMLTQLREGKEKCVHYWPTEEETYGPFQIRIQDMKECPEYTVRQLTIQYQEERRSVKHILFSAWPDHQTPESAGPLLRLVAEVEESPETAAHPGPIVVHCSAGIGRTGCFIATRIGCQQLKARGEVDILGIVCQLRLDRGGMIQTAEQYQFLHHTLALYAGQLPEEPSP
# BAP1 block: human BAP1 deubiquitinase inhibition; 72,000 tested, 0.48% active; recombinant BAP1, Ub-AMC hydrolysis fluorescence kinetic; stronger effect = lower value; activity remaining (% of control), % at 20 µM; Q92560;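 active means activity remaining at or below 50% of control, provided the compound also passes the data quality filters; inactive means the rest, including low values that fail the filters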;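 further: 100% = DMSO wells rate and 0% = substrate alone blank rate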
# Target sequence (Q92560 whole entry, looked up): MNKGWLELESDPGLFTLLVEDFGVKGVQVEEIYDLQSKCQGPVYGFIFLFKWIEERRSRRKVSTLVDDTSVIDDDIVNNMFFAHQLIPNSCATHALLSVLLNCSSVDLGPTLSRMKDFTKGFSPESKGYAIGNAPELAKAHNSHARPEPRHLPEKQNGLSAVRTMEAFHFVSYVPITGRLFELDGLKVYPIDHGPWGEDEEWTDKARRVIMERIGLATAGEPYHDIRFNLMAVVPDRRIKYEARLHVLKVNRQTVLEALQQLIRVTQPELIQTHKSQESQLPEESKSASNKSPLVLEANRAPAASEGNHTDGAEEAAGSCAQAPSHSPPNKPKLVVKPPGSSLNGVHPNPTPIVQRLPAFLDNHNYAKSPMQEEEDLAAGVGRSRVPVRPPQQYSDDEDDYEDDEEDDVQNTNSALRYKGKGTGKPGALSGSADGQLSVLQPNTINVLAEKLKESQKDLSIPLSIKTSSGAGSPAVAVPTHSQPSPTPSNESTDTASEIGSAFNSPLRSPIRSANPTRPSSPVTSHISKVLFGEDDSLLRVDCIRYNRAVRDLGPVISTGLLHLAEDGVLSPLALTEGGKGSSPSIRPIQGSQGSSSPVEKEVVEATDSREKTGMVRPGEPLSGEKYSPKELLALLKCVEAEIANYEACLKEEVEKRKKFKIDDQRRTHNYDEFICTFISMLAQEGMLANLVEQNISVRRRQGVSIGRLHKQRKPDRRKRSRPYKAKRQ
# Active calls of the source: *; / = no result given; & = joins results of further samples.
# Order of results: HePTP inhibitor	BAP1 block
> CC1CCC(NC(=O)c2ccc(CS(=O)(=O)Cc3ccccc3F)o2)CC1 (configuration not stated)
  10	102
> CC(CN(C)C)CN1c2ccccc2CCc2ccccc21 (configuration not stated)
  /	95
> CCOC(=O)C(=O)Nc1c(O)c2ccccc2[nH]c1=O
  4	/
> COc1ccc(C2CC(C(F)(F)F)n3ncc(C(=O)Nc4cc(Cl)ccc4O)c3N2)cc1OC (configuration not stated)
  -4	/
> CCCS(=O)(=O)N1CCN(C(=O)c2ccco2)CC1
  2	/
> Cc1nc2sc(C(c3cccs3)N3CC(C)CC(C)C3)c(O)n2n1 (configuration not stated)
  13	82
> COc1cc(/C=C2\Sc3ccccc3C2=O)ccc1OS(=O)(=O)c1ccc(C)cc1
  9	/
> O=C(O)/C=C\C(=O)Nc1ccc(OC(F)F)cc1
  2	/
> CCn1cc(C(=O)Nc2cccc(NC(C)=O)c2)c2cc(OC)c(OC)cc2c1=O
  1	/
> C/C=C/c1ccc(Oc2nnnn2-c2ccc(C(N)=O)cc2)c(OC)c1
  14	88
> O=C(CSc1nc(-c2ccccc2)cs1)NC(=O)NCc1ccco1
  10	90
> CCc1ccc(-c2csc(N)n2)cc1
  2	/
> Cc1cc(=O)[nH]c(Nc2nc(C)c3cccc(C)c3n2)n1
  11	/
> O=C(Nc1ncc(Cc2cc(Cl)ccc2Cl)s1)c1cccs1
  -4	/
> Cc1ccccc1-c1nc(CN2CCC(C(=O)NCCC3=CCCCC3)CC2)c(C)o1
  -1	101
> Cc1ccc(NCc2cccnc2)c(Br)c1
  -12	/
> OC(CN1CCN(c2ccccn2)CC1)Cn1c2ccccc2c2ccccc21 (configuration not stated)
  -5	108
> Cc1ccnc(NC(=O)COc2ccccc2[N+](=O)[O-])c1
  -8	/
> CCOc1ccccc1C1C(C#N)=C(N)Oc2n[nH]c(CC)c21 (configuration not stated)
  9	113
> COc1ccccc1-c1nc2ccccc2nc1-c1ccccc1OC
  -8	/
> CN1CCN(C(=O)c2ccc3c(c2)N(Cc2ccc(Cl)cc2)C(=O)c2ccccc2S3=O)CC1 (configuration not stated)
  -6	95
> CC(C)COc1ccc(C(=O)NCc2cccnc2)cc1
  0	/
> C(=Cc1ccccc1)CSc1nnc(-c2ccncc2)n1-c1ccccc1
  /	110
> CNC(=S)C1COc2ccccc2O1 (configuration not stated)
  5	/
> Cc1ccsc1C=Nc1ccc(O)cc1
  4	82
> COc1ccc(C(=O)ON=C2c3ccccc3-c3ccccc32)cc1OC
  62*	/
> COc1ccc(Oc2cn[nH]c2-c2ccc(O)cc2O)cc1
  1	117
> CCCOC(=O)C1=C(C)NC2=C(C(=O)CCC2)C1c1ccc(Cl)cc1Cl (configuration not stated)
  9	/
> Cc1ccc(C(=O)Nc2ccccc2C(=O)NC(Cc2c[nH]c3ccccc23)C(=O)O)cc1 (configuration not stated)
  -7	/
> CCOc1ccc(C2CC(c3cccc(OC)c3)Nc3ncnn32)cc1 (configuration not stated)
  2	102

# Rewritten as tab-separated lines: part of the list above.
SMILES	HePTP inhibitor	BAP1 block
CCc1ccc(-c2csc(N)n2)cc1	2	/
Cc1cc(=O)[nH]c(Nc2nc(C)c3cccc(C)c3n2)n1	11	/
O=C(Nc1ncc(Cc2cc(Cl)ccc2Cl)s1)c1cccs1	-4	/
Cc1ccccc1-c1nc(CN2CCC(C(=O)NCCC3=CCCCC3)CC2)c(C)o1	-1	101
Cc1ccc(NCc2cccnc2)c(Br)c1	-12	/
OC(CN1CCN(c2ccccn2)CC1)Cn1c2ccccc2c2ccccc21 (configuration not stated)	-5	108
Cc1ccnc(NC(=O)COc2ccccc2[N+](=O)[O-])c1	-8	/
CCOc1ccccc1C1C(C#N)=C(N)Oc2n[nH]c(CC)c21 (configuration not stated)	9	113
COc1ccccc1-c1nc2ccccc2nc1-c1ccccc1OC	-8	/
CN1CCN(C(=O)c2ccc3c(c2)N(Cc2ccc(Cl)cc2)C(=O)c2ccccc2S3=O)CC1 (configuration not stated)	-6	95
CC(C)COc1ccc(C(=O)NCc2cccnc2)cc1	0	/
C(=Cc1ccccc1)CSc1nnc(-c2ccncc2)n1-c1ccccc1	/	110
CNC(=S)C1COc2ccccc2O1 (configuration not stated)	5	/
Cc1ccsc1C=Nc1ccc(O)cc1	4	82
COc1ccc(C(=O)ON=C2c3ccccc3-c3ccccc32)cc1OC	62*	/
COc1ccc(Oc2cn[nH]c2-c2ccc(O)cc2O)cc1	1	117
CCCOC(=O)C1=C(C)NC2=C(C(=O)CCC2)C1c1ccc(Cl)cc1Cl (configuration not stated)	9	/
Cc1ccc(C(=O)Nc2ccccc2C(=O)NC(Cc2c[nH]c3ccccc23)C(=O)O)cc1 (configuration not stated)	-7	/
CCOc1ccc(C2CC(c3cccc(OC)c3)Nc3ncnn32)cc1 (configuration not stated)	2	102

# (next part)
# Order of results: HePTP inhibitor	BAP1 block
> COC(=O)CNC(=O)C1CCN(c2nc(C)cc(C)n2)CC1
  -11	94
> O=C(CC(=O)N1CCN(c2ccccn2)CC1)Nc1ccc2nc3n(c(=O)c2c1)CCCCC3
  8	104
> COc1ccc(CCNC(=O)C2CCN(Cc3nc(-c4cccc(Cl)c4)oc3C)CC2)cc1OC
  10	133
> CCOc1ccc(NC2=NCCC(=O)N2Cc2cccs2)cc1
  4	116
> CCOc1ccc(Cc2nc(N)nc(N)n2)cc1
  6	95
> O=C(O)C1C2C=CC3(O2)C1C(=O)N1c2ccccc2C2OCCC2C13 (configuration not stated)
  11	70
> CC(=O)c1ccc(NC(=O)C2CC(c3ccc(F)cc3)=NO2)cc1 (configuration not stated)
  6	104
> CC(=O)Nc1ccc2c(c1)S(=O)(=O)c1cc(NC(C)=O)ccc1-2
  -2	/
> CCOc1ccccc1-n1c(O)c(C=C2C=CC=N2)c(=O)[nH]c1=O
  7	/
> Cc1ccc(C(=O)Nc2cc(-c3nc4ncccc4o3)ccc2C)cc1
  -4	/
> O=C(CCN1CCCCC1)Nc1c(-c2ccccc2)c2cc(Br)ccc2[nH]c1=O
  8	/
> O=C(O)c1cc(NCc2ccc3c(c2)OCO3)ccc1N1CCOCC1
  8	98
> CS(C)=C1C(=O)NC(=O)N(c2ccccc2)C1=O
  0	/
> O=c1c(CN2CCN(Cc3ccccc3)CC2)coc2ccc(Cl)cc12
  5	92
> O=C(Nc1ccc(F)cc1)C1C(c2ccccc2)C1(Cl)Cl (configuration not stated)
  7	/
> CN1CCc2c(sc3c2C(=O)NC(c2ccco2)N3)C1 (configuration not stated)
  1	72&101
> Cc1cc(C(=O)NCc2ccc3c(c2)OCO3)n(-c2ccccc2)n1
  -5	101
> O=C(c1cc(Cl)ccc1[N+](=O)[O-])N1CCN(c2cccc(Cl)c2)CC1
  9	/
> O=C1N/C(=C/c2ccccc2)C(O)=C1C=NCc1ccccc1
  1	/
> CN1CCN(CC(O)COCc2ccccc2)CC1 (configuration not stated)
  /	112
> Cc1oc(-c2ccccc2F)nc1CS(=O)(=O)CC(=O)NCc1ccco1
  4	99
> CCN(CC)S(=O)(=O)c1ccc2oc(SCc3ccc(F)cc3)nc2c1
  2	69
> O=C(CCn1c(=O)oc2ccccc21)N1CCN(C(c2ccccc2)c2ccccc2)CC1
  7	77
> CCOCc1cc(C)[nH]c(=O)c1C#N
  0	/
> COc1ccc(/C=C2\CCOC2=O)cc1
  -6	/
> Cc1cccc(CS(=O)(=O)Cc2ccc(C(=O)NCCCN3CCOCC3)o2)c1
  2	84
> Cc1cc2c3c(c1)C1(C(=O)N3C(C)(C)CC2C)C(C#N)=C(N)Oc2cc(O)ccc21 (configuration not stated)
  2	99
> COC(=O)c1cccc(NC(=O)/C=C/c2ccc(OC)cc2)c1
  1	/
> CC1=C(C(N)=O)C(c2cccs2)n2nc(-c3cccc(Cl)c3)nc2N1 (configuration not stated)
  -6	96
> O=C(NC(Cc1ccccc1)C(=O)O)OCc1ccccc1 (configuration not stated)
  8	99
> CCn1c(Cn2nnc(-c3ccccc3)n2)nnc1SCC(=O)Nc1ccc(N(C)C)cc1
  -7	86
> CC1=CCCC(C)(C)C1C(=O)CC(C)Nc1ccccc1 (configuration not stated)
  -2	/
> Cn1c(=O)[nH]c(=O)c2c1nc(CN(Cc1ccccc1)Cc1ccccc1)n2CCN1CCOCC1
  2	99
> Cc1cc(C)nc(SCCS(=O)Cc2ccc(Cl)cc2)n1 (configuration not stated)
  7	105
> Cc1onc(-c2c(Cl)cccc2Cl)c1C(N)=O
  -3&2	91
> O=C(Nc1c2c(nn1-c1ccc(Oc3ccccc3)cc1)CSC2)c1ccco1
  /	71
> Cc1ccc(N2C(=O)CC(NCc3cccnc3)C2=O)cc1 (configuration not stated)
  -14	/
> Cn1c(=O)oc2cc(S(=O)(=O)N3CCC(C(=O)Nc4ccc(OC(F)(F)F)cc4)CC3)ccc21
  8	61
> CC1=C(C(=O)OCCc2ccccc2)C(c2coc3ccccc3c2=O)C2=C(CC(C)(C)CC2=O)N1 (configuration not stated)
  /	160
> Cc1ccc2c(Cl)c(C(=O)Nc3cccc(C(F)(F)F)c3)sc2c1
  -15	/
> Cn1c(Cc2cccs2)n[nH]c1=S
  0	69
> Cn1c(=O)c2c(-c3ccccc3)n(Cc3cccnc3)cc2n(C)c1=O
  8	99
> O=C(Nc1ccccc1C(=O)N1CCOCC1)c1ccco1
  -2&3	91
> COc1ccc(CN(CC2CCCO2)S(=O)(=O)c2ccc(C(=O)O)cc2)cc1OC (configuration not stated)
  3	97
> CCOc1ccc2nc(SC(CC)C(=O)Nc3cc(C)on3)sc2c1 (configuration not stated)
  4	87
> CCN(CC)CCCCOc1ccc(Cl)c(C)c1
  19	/
> COc1ccc(/C=C/C(=O)c2cccc(Br)c2)cc1[N+](=O)[O-]
  -3	/
> Cc1cccc(C(=O)O)c1NC(=O)c1cccc(F)c1
  -5	/
> CC1(C)Cc2ccccc2/C(=C/C(=O)Nc2ccc(Cl)cc2Cl)N1
  -13	/
> COc1ccc(N2C(=O)C(Cl)=C(Nc3ccc(C)cc3)C2=O)cc1
  -3	/
> Cc1ccc(S(=O)(=O)Nc2ccccc2-c2nc3ccccc3c(=O)[nH]2)cc1
  9	/
> COCCNC(=O)Nc1ccc2nc3c4ccccc4c4ccccc4c3nc2c1
  9	/
> COc1ccc(C=O)c2c(O)cccc12
  -3	/
> CCN(CC(=O)Nc1cccc(C(C)=O)c1)S(=O)(=O)c1ccc(OC)cc1
  10	148
> Cc1ccc(NC(=O)C2CCCN(c3ncccn3)C2)cc1F (configuration not stated)
  3	90
> COc1ccc(OC(C)=O)c(C2c3cc(OC)c(OC)cc3CCN2C(C)=O)c1 (configuration not stated)
  1	88
> O=C(C1CCCN(S(=O)(=O)Cc2ccccc2)C1)N1CCc2ccccc21 (configuration not stated)
  3	108
> O=C(Nc1cc2cc([N+](=O)[O-])ccc2oc1=O)c1ccc(Br)cc1
  /	85
> OCC#CCSc1nnc(-c2ccncc2)o1
  -6	94
> CCN(CC)c1ccc(/C=N/Nc2ccccc2[N+](=O)[O-])c(O)c1
  -18	/

# New compounds follow:
# Order of results: HePTP inhibitor	BAP1 block
> O=C(c1ccc(-n2cnnn2)cc1)N1CCOCC1
  -1	88
> CCCCCCSC1=C(C#N)C(c2ccc(O)cc2)CC(=O)N1 (configuration not stated)
  -11	132
> Cc1ccc(NC(=O)c2noc3c2CCCCC3)cc1
  4	115
> CC1=C(C(=O)Nc2ccc(C)cc2)C(c2ccccc2F)NC(=S)N1 (configuration not stated)
  -14	/
> CCOc1cc(C2NC(=O)NC(O)(C(F)(F)F)C2C(=O)c2ccc(OC)cc2)ccc1O (configuration not stated)
  6	103
> COc1ccc(N2CC(C(=O)N/N=C/c3ccc(OC)c(OC)c3)CC2=O)cc1 (configuration not stated)
  -4	/
> COc1ccc(CCNS(=O)(=O)c2ccc3oc(C(=O)O)c(C)c3c2)cc1OC
  6	96
> O=C1NC(=Nc2ccc(F)cc2)S/C1=C/C=C/c1ccccc1
  -8	/
> COc1cc(NC(=O)Cc2cccs2)ccc1-n1cnnn1
  6	88
> CN(C)C=Nc1nonc1N
  4	73
> CC(C)(C)C(=O)CN1C(=O)C2(OCCO2)c2ccccc21
  7	113
> CC(=O)N1c2ccccc2Nc2ccccc21
  -10	/
> Cc1ccc(-c2nn(-c3cc(N4CCCC4)ccc3[N+](=O)[O-])c(=O)c3ccccc23)c(C)c1
  3	/
> O=C(Cn1ncc2c1-c1ccccc1OC2)Nc1nc2ccccc2s1
  -7	95
> CC1=C(C(=O)OC2CCCC2)C(c2ccccc2C(F)(F)F)C2=C(CCCC2=O)N1 (configuration not stated)
  6	73
> O=C1CCCN1CN(C(=O)c1ccccc1)c1ccc(F)cc1
  4	96
> CCOC(=O)c1ccc(NC(=O)c2ccc([N+](=O)[O-])s2)cc1
  2	/
> c1ccc(-c2nnn(C34CC5CC(CC(C5)C3)C4)n2)cc1
  2	62
> O=C1C2CCCCC2C(=O)N1CN1CCCCC1 (configuration not stated)
  0	/
> CN1CCN(Cc2c(O)ccc3c(=O)c(-c4ccccc4)coc23)CC1
  -10	/
> COc1cccc(C(=O)Nc2ccc3c(c2)OCCO3)c1
  2	/
> Nc1n[nH]c(-c2cccc([N+](=O)[O-])c2)n1
  /	115
> O=C(CN(c1ccc(F)cc1)S(=O)(=O)c1ccc2c(c1)OCCO2)Nc1ccc2c(c1)OCO2
  -3	58
> COc1ccc(NC(=O)Nc2ccccc2C(F)(F)F)cc1
  -9	/
> Cc1ccccc1C(=O)N1CCN(c2ccccn2)CC1
  6	/
> CCn1c(SCC(=O)Nc2cccc(NC(=O)c3ccco3)c2)nnc1-c1cccs1
  2	130
> CS(=O)(=O)N(CC(=O)NCc1ccncc1)Cc1ccc(Cl)cc1
  6	142
> CC(C)(C)c1cnnn1-c1ccc(-c2csc(N)n2)cc1
  5	94

# 3 compounds already listed, ordered by the number in HePTP inhibitor, rising:
mol,HePTP inhibitor
Cc1ccc(N2C(=O)CC(NCc3cccnc3)C2=O)cc1 (configuration not stated),-14
CCc1ccc(-c2csc(N)n2)cc1,2
CC(C)(C)C(=O)CN1C(=O)C2(OCCO2)c2ccccc21,7
